CBFb RUNX1 block – CBF-beta/RUNX1 interaction disruption | AlphaScreen CBFb-His/RUNX1-biotin binding, biochemical | Potency, µM (highest dose often 59.8 µM), without a hit: at the highest dose activity, negative = inhibition, actives largely listed as inhibitors | 230,000 tested, under 10 active; note: % of control where 0% means no effect
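His-tagged CBF-beta and biotinylated RUNX1 (30 nM each) were premixed 20 min at room temperature, exposed to compound for 15 min, then given nickel-chelate and streptavidin AlphaScreen beads (50 ng each). After 90 min, AlphaScreen signal was read.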
NPSR antagonist – blocks cAMP signaling of the human neuropeptide S receptor | CHO-NPSR cells, cAMP TR-FRET, antagonist mode | Potency, µM (series often up to 38.3 µM), inactives show top-dose activity change, negative = inhibition, hits mostly inhibitors | AID 1461 | Q6W5P4 | actives 1% (n = 220,000); note: potency is the fitted concentration of half-maximal effect; % is set by controls: 0 for no effect and ±100 for the full control effect; nearly all actives have a fitted effect of over 50% in size; many of its hits are not listed in these tables
Target sequence (Q6W5P4 whole entry, looked up): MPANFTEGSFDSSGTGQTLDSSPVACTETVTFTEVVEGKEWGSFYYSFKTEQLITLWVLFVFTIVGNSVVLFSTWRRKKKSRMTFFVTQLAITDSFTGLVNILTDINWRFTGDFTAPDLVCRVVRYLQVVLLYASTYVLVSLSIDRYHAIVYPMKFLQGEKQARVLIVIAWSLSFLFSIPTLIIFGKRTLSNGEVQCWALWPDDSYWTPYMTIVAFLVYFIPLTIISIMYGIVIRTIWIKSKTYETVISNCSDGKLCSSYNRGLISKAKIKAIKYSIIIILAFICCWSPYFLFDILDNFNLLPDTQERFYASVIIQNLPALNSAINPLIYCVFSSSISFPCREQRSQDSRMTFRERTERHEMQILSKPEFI
Lamin A splicing – LMNA splicing modulation; HeLa LMNA splicing GFP/RFP minigene ratio, 48 h; Potency, µM (top dose mostly 46.1 µM), inactives show at the top dose ratio change, negative = inhibition, usual class: inhibitors; actives 0.01% (n = 200,000); active = well fitted inhibition curve with a large enough effect in the signal ratio, with a control signal flat, not every such curve was filed as active; inconclusive = small, poorly fitted or top-dose-only effect, or effect the other way, or a change in a side signal; the % refers to the signal ratio; note: potency is the fitted concentration of half-maximal effect; % is set by controls: 0 for no effect and ±100 for the full control effect
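S3 HeLa cells stably expressing lamin A-EGFP splicing minigene plus DsRed2, 600 cells/well, 48 h compound exposure at 37C. Laser-scanning cytometry; analysed as GFP (500-530 nm)/RFP (575-640 nm) total intensity ratio; 0.5% DMSO vehicle.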
IMPase Li inh – membrane-permeable IMPase blocker, potentiated with lithium. CHO-M1 cells, IP1 TR-FRET (IP-One), carbachol + lithium. Potency, µM (titrated, usually from 59.4 µM), for inactives: at the highest dose activity, negative = IMPase inhibition, usual class: inhibitors. actives 0.35% (n = 210,000). AID 1457;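 note: IP1 builds up when IMPase is blocked and the TR-FRET signal falls; potency is the fitted concentration of half-maximal effect; plate controls were basal vehicle for no effect and high inhibitor control for full effect; nearly all actives have a fitted effect of over 50% in size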
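Readout is a homogeneous TR-FRET IP1 immunoassay (Ex 320, Em 665 and 620), where raised cytosolic IP1 lowers signal. Cells were CHO-M1 treated 30 min at 37C with test compounds plus a little lithium; AC50 values came from Hill-equation fitting.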
aGal spleen mod – inhibitors or activators of human alpha-galactosidase in spleen homogenate; P06280; human spleen homogenate, 4MU-alpha-Gal fluorescence, 40 min; Potency, µM (series often up to 80 µM), without a hit: at the top dose activity change, negative = inhibition, most hits filed as inhibitors; actives 0.008% (n = 240,000); AID 2107;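 note: potency is the fitted concentration of half-maximal effect; 0% = enzyme with vehicle and -100% = no enzyme basal signal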
Target sequence (P06280 32-429 limits assumed): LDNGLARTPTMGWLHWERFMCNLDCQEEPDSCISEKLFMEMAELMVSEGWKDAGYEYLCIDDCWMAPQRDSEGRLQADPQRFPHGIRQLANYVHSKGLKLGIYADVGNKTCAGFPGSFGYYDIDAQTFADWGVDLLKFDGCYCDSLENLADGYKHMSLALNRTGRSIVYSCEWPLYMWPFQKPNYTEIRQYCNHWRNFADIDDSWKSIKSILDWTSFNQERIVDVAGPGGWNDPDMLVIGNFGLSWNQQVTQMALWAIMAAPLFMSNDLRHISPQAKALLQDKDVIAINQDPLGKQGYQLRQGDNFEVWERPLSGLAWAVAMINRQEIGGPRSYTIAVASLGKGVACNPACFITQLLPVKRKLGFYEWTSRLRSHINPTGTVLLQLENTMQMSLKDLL
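Spleen homogenate 1 ug + cpd (titration) + 4-MU-alpha-D-galactopyranoside 1 mM; 37C 40 min; 50 mM citrate/phosphate pH 5.0, 0.01% Tween-20; stop pH 10; fluorescence 365/440; AC50 via Hill.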
Epigenetic derep – regulators of epigenetic silencing causing reporter derepression in mouse cells; murine LDR cells, GFP reporter derepression, 30 h; Potency, µM (highest dose often 53.9 µM), for inactives: at the top dose GFP activation, actives largely listed as activators; actives 0.2% (n = 280,000); AID 1865; note: potency is the fitted concentration of half-maximal effect; % of control where 0% means no effect; nearly all actives have a fitted effect of over 60% in size
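Murine LDR cells carrying a silenced, genomically integrated CMV-driven GFP reporter were exposed to compound for 30 hours at 37 C. After PBS washes, GFP-positive cells (20–120 um objects) were counted by laser-scanning microplate cytometry.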
Luc counter – blocks Kinase-Glo luciferase, a counter-screen artifact. Q27757. Kinase-Glo luciferase, ATP luminescence, 8 min. Potency, µM (doses to about 38.3 µM), for inactives: top-dose activity change, negative = inhibition, hits mostly inhibitors. actives 0.28% (n = 200,000). AID 1379; note: potency is the fitted concentration of half-maximal effect; % is set by controls: 0 for no effect and ±100 for the full control effect; nearly all actives have a fitted effect of over 60% in size
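Light output from Kinase-Glo luciferase with luciferin and 10 uM ATP in 50 mM imidazole pH 7.2, KCl, MgCl2, Tween 20, BSA; compound pin-delivered, 8-min ambient incubation, then luminescence read.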
Numbers without * were called inactive; ? = inconclusive; · = no result given; [ ] = dose if it differs, or a comment. Unless noted, calls come from the whole dose curve; as a rule, active = well fitted curve in the direction sought with a large enough effect; inconclusive = small, poorly fitted or top-dose-only effect, or another doubt; inactive = no such curve, though single readings can be large; an effect the other way counts as inactive or inconclusive. An excerpt (hit frequency here may not be typical).

no.	compound	CBFb RUNX1 block	NPSR antagonist	Lamin A splicing	IMPase Li inh
1	COC(=O)c1ccccc1NC(=O)CN1CCN(C(=O)c2ccco2)CC1	6%	-2%[46.1 µM]	-14%	11%[38.3 µM]
2	N[C@H](CSC(c1ccccc1)(c1ccccc1)c1ccccc1)C(=O)O	0%	·	·	-2%
3	O=C(Nc1cc2c(ccc3ccccc32)oc1=O)C1CCCCC1	5%	-11%[46.1 µM]	-14%	-12%
4	CC1(C)Cc2c(sc3c2c(=N)n(Cc2ccco2)c(=O)n3CC(=O)Nc2ccc(Cl)cc2)CO1	-5%	2%[46.1 µM]	-11%	43%[activator][38.3 µM]
5	Fc1ccc(CN2CCCCCCC2)cc1F	-11%	-15%[46.1 µM]	6%	35%[activator][38.3 µM]
6	CCOc1ccc(NC(=S)N(CCc2c(C)[nH]c3ccc(C)cc23)Cc2ccncc2)cc1	3%[2.36 µM]	-23%	?	10%
7	O=S(=O)(N1CCCCCC1)N1CCN(S(=O)(=O)N2CCOCC2)CC1	5%	5%[46.1 µM]	-10%	15%[38.3 µM]
8	N/C(=N\OC(=O)Cc1cccs1)c1ccccc1	13%	-5%[46.1 µM]	15%	-3%[38.3 µM]
9	CCn1c(C)c(C(C)=O)c(N2CCN(c3ccccc3)CC2)nc1=S	-4%	-16%[46.1 µM]	0%	19%[38.3 µM]
10	Fc1ccccc1Cn1nnc2c(NCCc3ccccn3)ncnc21	2%	-11%[46.1 µM]	7%	2%[38.3 µM]

no.	aGal spleen mod	Epigenetic derep	Luc counter
1	4%	-1.0%	3%
2	2%	0.3%	2%[39.9 µM]
3	4%	0.0%	6%
4	-13%	-1.0%	-3%
5	6%	0.8%	17%
6	2%	-3.1%	0%
7	3%	0.0%	-2%
8	-9%	-1.1%	-3%
9	-20%	1.3%	1%
10	-8%	-4.4%	2%

(next part)
no.	compound	CBFb RUNX1 block	NPSR antagonist	Lamin A splicing	IMPase Li inh
11	Cc1ccc(C(=O)Cn2nnc3c(sc4nc5c(c(-c6ccccc6)c43)CCC5)c2=O)cc1	1%	-19%[46.1 µM]	-6%	8%[38.3 µM]
12	Cc1ccc(NC(=O)CSc2nc3[nH]ncc3c(=O)[nH]2)cc1	-1%	25%	?	-6%
13	Cc1ccc(C(=O)O)c(C(=O)Nc2nc(C)cs2)c1	-1%	3%[46.1 µM]	2%	3%[38.3 µM]
14	O=C(O)c1ccccc1C(=O)NCc1ccccc1	9%	-11%[46.1 µM]	0%	8%[38.3 µM]
15	CCN(CC)CC(O)COCCC12CC3CC(CC(C3)C1)C2 (configuration not stated)	-2%	-4%[46.1 µM]	?	-7%[38.3 µM]
16	CCCOC(=O)c1ccc(NC(=O)c2cc(=O)[nH]c3ccccc23)cc1	3%	34%	·	·
17	CCN(CC)c1cc2nonc2c2nonc12	15%	-3%[46.1 µM]	?	-5%[38.3 µM]
18	O=C(CCl)NC(Cc1ccccc1)c1ccccc1 (configuration not stated)	11%	-14%	·	-2%
19	CC(C)NC(=O)COC(=O)C1CSC2(c3ccc(Br)cc3)CCC(=O)N12 (configuration not stated)	-2%	-6%	?	-9%
20	COC(=O)C1C(=O)c2c([nH]c(C(=O)OC3CCCCCC3)c2C)CC1C (configuration not stated)	6%	3%[46.1 µM]	-4%	8%[38.3 µM]

no.	aGal spleen mod	Epigenetic derep	Luc counter
11	4%	-0.6%	-4%
12	-17%	0.9%	-2%
13	-6%	1.0%	0%
14	0%	0.0%	2%
15	-1%	-4.5%	1%
16	-7%	1.2%	·
17	2%	-1.1%	-2%
18	1%	0.8%	-2%
19	3%	2.4%	6%
20	-7%	-0.8%	0%

Reformatted: entries from further up.
12. Cc1ccc(NC(=O)CSc2nc3[nH]ncc3c(=O)[nH]2)cc1
13. Cc1ccc(C(=O)O)c(C(=O)Nc2nc(C)cs2)c1
14. O=C(O)c1ccccc1C(=O)NCc1ccccc1
15. CCN(CC)CC(O)COCCC12CC3CC(CC(C3)C1)C2 (configuration not stated)
16. CCCOC(=O)c1ccc(NC(=O)c2cc(=O)[nH]c3ccccc23)cc1
17. CCN(CC)c1cc2nonc2c2nonc12
compound no. | 12 | 13 | 14 | 15 | 16 | 17
CBFb RUNX1 block | -1% | -1% | 9% | -2% | 3% | 15%
NPSR antagonist | 25% | 3%[46.1 µM] | -11%[46.1 µM] | -4%[46.1 µM] | 34% | -3%[46.1 µM]
Lamin A splicing | ? | 2% | 0% | ? | · | ?
IMPase Li inh | -6% | 3%[38.3 µM] | 8%[38.3 µM] | -7%[38.3 µM] | · | -5%[38.3 µM]
aGal spleen mod | -17% | -6% | 0% | -1% | -7% | 2%
Epigenetic derep | 0.9% | 1.0% | 0.0% | -4.5% | 1.2% | -1.1%
Luc counter | -2% | 0% | 2% | 1% | · | -2%

Other compounds:
no.	compound	CBFb RUNX1 block	NPSR antagonist	Lamin A splicing	IMPase Li inh
21	O=C(Nc1ccc(F)cc1)c1ccccc1CC[N+](=O)[O-]	2%	-16%[46.1 µM]	8%	20%[38.3 µM]
22	CN(C)S(=O)(=O)N1CCCC(C(=O)c2ccc(-c3ccccc3)cc2)C1 (configuration not stated)	9%	8%	0%[46 µM]	10%
23	CCC(C)NC(=O)CSc1nnc(-c2cc(-c3ccc(C)cc3)nc3ccccc23)n1N (configuration not stated)	1%	8%[46.1 µM]	2%	?
24	CC(=O)c1cn(CC(=O)Nc2ccccc2)c2ccccc12	9%	-11%[46.1 µM]	?	?
25	O=[N+]([O-])c1ccc2n[nH]nc2c1	2%	4%[46.1 µM]	13%	3%[38.3 µM]
26	COc1ccccc1OCCCn1c(=O)sc2ccccc21	10%	-7%[46.1 µM]	-2%	22%[38.3 µM]
27	Cc1ccc(C(=O)NCCNS(C)(=O)=O)cc1	?	13%	·	2%
28	COc1ccc(N=C2C(=Nc3ccc(OC)cc3)N(c3ccccc3)C(=S)N2C(=O)c2ccc(Cl)cc2)cc1	-1%	-6%[46.1 µM]	-11%	-1%
29	CCCCNS(=O)(=O)c1ccc2nc(SCC(=O)Nc3ccccc3Cl)[nH]c2c1	2%	-16%[46.1 µM]	-11%	·
30	CCCOc1ccc(CSCCNC(=S)Nc2ccccc2)cc1	2%	-41%	?	12%

no.	aGal spleen mod	Epigenetic derep	Luc counter
21	-3%	-1.8%	1%
22	1%	-1.6%	0%
23	-11%	0.1%	-5%
24	2%	-1.1%	-3%
25	4%	-1.1%	3%
26	6%	1.9%	-3%
27	10%	0.5%	0%
28	-2%	-0.8%	-4%
29	-5%	-0.9%	·
30	-13%	-3.2%	2%

More compounds
no.	compound	CBFb RUNX1 block	NPSR antagonist	Lamin A splicing	IMPase Li inh
31	COc1ccc2c(c1)CC/C(=C\c1ccc(OC)c(Cn3nc(C)cc3C)c1)C2=O	-13%	?	-11%	33%[activator][38.3 µM]
32	CCC(C)(C)n1nnnc1C(c1cc2cc3c(cc2[nH]c1=O)OCO3)N1CCCCC1 (configuration not stated)	-2%	-7%[46.1 µM]	4%	2%[38.3 µM]
33	CCN(CC)C(=O)CN1CCC(n2c(C)nc3cc(C(F)(F)F)ccc32)CC1	3%	-8%[46.1 µM]	9%	0%[38.3 µM]
34	CCc1cccc(NC(=O)Cn2ncn3c(cc4ccccc43)c2=O)c1	-5%	7%[46.1 µM]	3%	14%[38.3 µM]
35	CCCc1cc(=O)oc2cc(C)cc(OCc3nn[nH]n3)c12	5%	-3%[46.1 µM]	5%	-16%[38.3 µM]
36	O=c1[nH]cnc2scc(-c3cccs3)c12	12%	2%[46.1 µM]	-9%	-7%
37	CCOC(=O)C1(CCc2ccccc2)CCN(C(=O)c2cnc(C)cn2)CC1	4%	5%	?	1%
38	CCn1ccnc1CN(C)C(=O)CC1C(=O)NCCN1Cc1c(F)cccc1Cl (configuration not stated)	1%	-18%	·	0%
39	O=C(CSC(=S)N1CCCCC1)c1ccccc1	1%	2%	·	13%
40	CCOC(=O)c1c(NC(=S)Nc2ccccc2C)sc2c1CCC2	-9%	-23%[46.1 µM]	2%	-7%

no.	aGal spleen mod	Epigenetic derep	Luc counter
31	5%	-1.0%	-1%
32	-1%	7.1%	-3%
33	1%	0.0%	-1%
34	-10%	2.9%	-3%
35	1%	-0.4%	2%
36	2%	-0.3%	1%
37	-5%	-2.8%	0%
38	2%	-0.1%	·
39	-2%	-3.5%	-29%
40	4%	0.0%	1%

Later entries:
no.	compound	CBFb RUNX1 block	NPSR antagonist	Lamin A splicing	IMPase Li inh
41	Cc1ccc(Cn2c(CN3CCOCC3)nc3c2c(=O)n(C)c(=O)n3C)cc1	-3%	-5%[46.1 µM]	-8%	-1%
42	CC(NC(=O)CCNC(=O)c1ccccc1Cl)C1CC2CCC1C2 (configuration not stated)	12%	4%	?	-4%
43	CC1=CC2C(CC1=O)C(C)=CCC2C(C)C (configuration not stated)	·	·	3%	9%
44	COCCNC(=O)CC(NS(=O)(=O)c1ccc(NC(C)=O)cc1)C(C)C (configuration not stated)	3%	-3%[46.1 µM]	8%	2%[38.3 µM]
45	CCN1C(=O)/C(=C/c2nc3ccccc3c(=O)n2-c2ccccc2)c2ccccc21	14%	-11%[46.1 µM]	?	26%
46	O=C(Nc1nc(-c2ccc(F)cc2)cs1)c1cccnc1	-8%	18%	·	-6%
47	CCOc1ccc(C2C(C(=O)Nc3cc(C)on3)c3ccccc3C(=O)N2CCN2CCOCC2)cc1 (configuration not stated)	4%	-3%	?	0%
48	O=c1c2ccccc2nc(-c2ccccc2)n1CCN1CCOCC1	7%	-11%[46.1 µM]	8%	35%[38.3 µM]
49	COc1ccc2c(c1)CCc1c(C(=O)N3CCCc4ccccc43)noc1-2	14%	-25%[46.1 µM]	?	5%
50	COc1ccc(NC(=O)C2CC(=O)N(C(C)C)C2)cc1 (configuration not stated)	2%	-6%[46.1 µM]	-3%	25%[38.3 µM]
51	COc1ccc2[nH]c(=O)c(CN(CCO)S(=O)(=O)c3c(C)ccc4nsnc34)cc2c1	0%	-10%[46.1 µM]	1%	21%[38.3 µM]

no.	aGal spleen mod	Epigenetic derep	Luc counter
41	4%	0.0%	2%
42	1%	-2.6%	13%
43	6%	2.4%	-1%
44	2%	0.0%	1%
45	4%	0.1%	-2%
46	-1%	-1.3%	·
47	-3%	-0.1%	5%
48	11%	0.9%	-2%
49	-2%	0.9%	2%
50	-4%	-1.0%	0%
51	-6%	-1.0%	-3%

From PubChem
